Dynein transport = dynein cargo transport inhibition. 3617.4 mouse cells, GR-EGFP nuclear translocation imaging; test concentration mostly 20 µM; stimulated with dexamethasone, 1 µM; stronger effect = lower value. AID 1381. actives 0.47% (n = 220,000). z-score, hits read low;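 active means plate z-score of nuclear minus cytoplasmic receptor signal below a set negative limit, without overly bright fluorescence or cell loss, cut at about -3.5 in these data, passing the limit was not always enough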;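 further: z-score of nuclear minus cytoplasmic ring GR-EGFP intensity difference per well; some compounds called inactive have numbers as strong as hits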
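medium = tetracycline-free induction medium containing charcoal-stripped FBS | also added = 1.0 µM final dexamethasone stimulus | schedule = 48 h induction, 1 h compound, 30 min dex at 37 °C | technique = fixed, Hoechst-stained cells imaged at 10x for EGFP | measure = GR-EGFP nuclear translocation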
Autophagy mod = modulators of autophagy; AID 463193; calls only at 10 µM (by protocol); actives 0.98% (n = 190,000); MEF GFP-LC3 puncta imaging; test concentration mostly 10 µM;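 active means percentage of spot-positive cells more than 3 SD above its plate mean, without a fluorescence outlier flag or 80% toxicity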;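 further: spot-positive cell cutoff set from DMSO-treated cells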
Insulin prom up = MIN6 insulin promoter up-regulation. MIN6 insulin promoter-GFP reporter, high-content imaging; stronger effect = higher value. actives 0.3% (n = 190,000). z-score at 5 µM. AID 1625;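 active means z-score above 3 at 5 µM with at least 500 cells counted in the well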
WT yeast gro inh = growth inhibition of WT yeast, mitochondrial fusion screen; inhibition, % at 10 µM; AID 1362; mitochondrial fusion phenotypic screen, WT strain; actives 2.1% (n = 190,000); in the data active means inhibition above about 58%; tested in S. cerevisiae
XIAP antagonists = XIAP antagonists, biochemical, IAP family, fluorescence polarization (AID 1018); actives 0.007% (n = 200,000); XIAP BIR domain, fluorescence polarization peptide displacement; higher % means a stronger effect; displacement, % at 20 µM, or IC50 in µM where a hit was titrated; in the data active means displacement above about 50%; further: a part of the inactive calls stands beside numbers as strong as those of hits
MT stabilize HCS = stabilizes microtubules in HeLa cells; HeLa tubulin immunostaining HCS, 24 h; share of cells brighter than vehicle mean+2SD; % tubulin-high responders, % at 10 µM; actives 0.83% (n = 200,000); AID 2205;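 active means plate Z-score above 3 for both tubulin-high and condensed-nucleus cell shares, with cell loss under 80%, at 10 µM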;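 further: anti alpha tubulin signal scored within the nucleus-defined area of each cell; some results filed as inactive read as strong as hits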
Hep lipid drop = hepatic lipid droplet formation modulation; AML12 mouse hepatocytes, oleate lipid droplets, BODIPY imaging; inhibition, % at 6.5 µM; actives 0.4% (n = 240,000); AID 1656;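 active means lipid droplet intensity inhibited by at least 50%, with more than 500 cells counted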
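Assay system: AML12 mouse liver cells | Compound: 6.5 µM single-point dosing | Schedule: Overnight exposure | Technique: Fluorescence imaging, 20x objective, two fields per well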
CSM14.1 death rescue = protection against thapsigargin-triggered cell killing – 384-well, CSM14.1, ATP luminescence, primary screen (AID 1222). CSM14.1 thapsigargin-induced death rescue, ATP luminescence; higher % means a stronger effect. one-dose cellular ATP content (survival), % at 20 µM; EC50 in µM for titrated hits. 190,000 tested, under 10 active;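 active means EC50 below 50 µM in the dose-response confirmation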;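 further: death triggered by thapsigargin at about 15 µM added after 2 h compound pretreatment; cell ATP read after overnight thapsigargin exposure of roughly 18 to 22 hours; normalized against plate controls of thapsigargin alone and 5% DMSO vehicle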
bCat nuc transl = alters nuclear translocation of beta-catenin in HeLa cells | immunofluorescence imaging | nuclear translocation activity, % at 5 µM | actives 0.3% (n = 190,000) | AID 1665;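 active means nuclear translocation activity above 50% at 5 µM, with a well cell count of 50 or more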;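 further: per-cell ratio of nuclear to cytoplasmic median beta-catenin stain intensity; plate controls were DMSO negative control for no effect and GSK-3 inhibitor IX positive control for full effect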
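Technique: fluorescence imaging of beta-catenin antibody stain plus DAPI / Material: human HeLa cell line / Incubation: compound treatment 24 h, 37°C, 5% CO2 / Read-out basis: % activation of per-cell nuclear versus cytoplasmic median beta-catenin signal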
WT yeast gro inh mutant strain = also measured in WT yeast gro inh; calls as there; inhibition, %; mitochondrial fusion phenotypic screen, mutant strain inhibition
Dynein transport cytoplasmic EGFP = second read-out of Dynein transport, no call of its own (marks repeat the call); z-score; measured here: cytoplasmic GR-EGFP intensity; stronger effect = higher value
Dynein transport nuclear GR-EGFP = second read-out of Dynein transport, no call of its own (marks repeat the call); z-score; measured here: nuclear GR-EGFP intensity;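 lower value marks the stronger effect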
Dynein transport cell count = further read-out of Dynein transport, marked with its call; z-score; measured here: cell count per field
Insulin prom up cell count = further read-out of Insulin prom up, marked with its call; cell count; measured here: cytotoxicity, nuclei count;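 total cells summed across four imaged fields per well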
Hep lipid drop cells 6.5 µM = second read-out of Hep lipid drop, no call of its own (marks repeat the call); cell count; measured here: cell count, cytotoxicity flag;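 cells counted across two imaged fields per well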
bCat nuc transl cell count 5 µM = recorded beside bCat nuc transl, whose call it bears; cell count; measured here: cell count, cytotoxicity flag
MT stabilize HCS Hoechst-high % = recorded beside MT stabilize HCS, whose call it bears; % Hoechst-high responders; measured here: nuclear condensation Hoechst responders;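 share of cells brighter than vehicle mean plus two SD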
MT stabilize HCS cytotoxicity % = also measured in MT stabilize HCS; calls as there; toxicity, %; measured here: cytotoxicity by cell density;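 0% = mean cell density of plate MIN control wells and 100% = no cells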
Autophagy mod cell loss 18 h = recorded beside Autophagy mod, whose call it bears; toxicity, %; measured here: cell loss, nuclei count;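 cell loss after 18 h compound exposure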
Starred values were filed as active, the others as inactive; i = inactive; / = not tested or not shown.

structure	Dynein transport	Dynein transport cytoplasmic EGFP	Dynein transport nuclear GR-EGFP	Dynein transport cell count	Autophagy mod	Autophagy mod cell loss 18 h	Insulin prom up	Insulin prom up cell count	WT yeast gro inh	WT yeast gro inh mutant strain	XIAP antagonists	MT stabilize HCS	MT stabilize HCS Hoechst-high %	MT stabilize HCS cytotoxicity %	Hep lipid drop	Hep lipid drop cells 6.5 µM	CSM14.1 death rescue	bCat nuc transl	bCat nuc transl cell count 5 µM
CCOc1ccc(NC(=O)CSc2nnc(Cn3cnc([N+](=O)[O-])n3)n2C)cc1	-0.435	-0.22	-0.159	1.34	i	-9.8	-0.31	1306	-8.5	10.1	-0.1%	2.4	2.3	14.3	10.6	702	0.3%	-1.9	1136
CC1=NN(Cc2ccccc2)C(=O)/C1=C\c1ccc(N(C)C)cc1	0.115	-0.372	-0.0899	0.0873	i	2.9	-0.53	1798	10.2	-13.7	-2.1%	2.8	3.1	8.5	33.4	665	-2.3%	0.2	1042
Cc1ccc(C)c(OCC(=O)Nc2ccc(N3CCOCC3)cc2)c1	1.65	-0.0458	0.846	-0.909	i	-4.0	-0.59	1605	7.2	-9.5	-0.8%	2.1	2.0	8.0	9.5	714	4.4%	1.1	938
COc1ccc(/C=N\NC(=O)COc2ccccc2)c(C(=O)O)c1OC	-0.0252	-0.209	0.441	-1.11	i	33.0	-0.13	1491	-22.8	3.4	-3.0%	6.2	2.6	3.9	12.6	680	-3.2%	-1.8	1134
O=C(c1ccc2c(c1)OCO2)N1CCNc2ccccc2C1	0.679	-0.215	0.536	-0.794	i	2.0	0.12	1255	1.3	4.4	-4.0%	1.0	1.8	4.3	10.1	725	1.1%	/	/
CCOC(=O)C(=O)Nc1nnc(C2CCCCC2)s1	-0.00429	-0.0335	0.11	0.217	i	2.6	/	/	6.4	4.1	-11.2%	1.1	2.1	10.5	0.1	761	0.8%	3.2	1062
Cc1nc2ccc(NC(=O)Cc3ccccc3F)cc2s1	0.24	-0.277	0.805	-0.87	i	0.3	0.44	1472	39.2	32.5	1.9%	3.0	4.1	5.8	5.6	687	-1.5%	1.9	1551
CC(CCc1ccccc1)NC(=O)Cc1cccs1 (stereo not drawn)	-0.296	-0.345	0.0729	0.588	i	-9.5	0.36	1625	-6.9	-10.9	-1.9%	2.3	1.4	7.3	-0.8	670	2.6%	0.2	948
OC1(c2ccc(Br)cc2)CCNCC1	-0.32	-0.212	-0.269	0.499	i	8.8	/	/	9.7	22.4	-4.6%	1.4	1.6	5.1	/	/	0.3%	-0.9	1014
COc1ccc(NC(=O)CN(C)S(=O)(=O)c2ccc(C)cc2)c([N+](=O)[O-])c1	3.42	0.16	2.61	-1.63	i	7.6	-0.23	1582	-4.7	-6.4	0.2%	1.2	2.0	6.9	-2.4	650	0.8%	-3.0	1122
C=CCn1c(SCC(=O)N2CCCC2)nc2cc(C(=O)NCC3CCCO3)ccc2c1=O (stereo not drawn)	2.13	0.221	1.59	-1.53	i	17.3	-0.34	1442	-12.4	-1.1	-2.4%	5.1	2.9	14.6	/	/	-0.5%	-0.9	1392
O=C1CCC(/C=C/c2ccccc2)=NN1Cc1ccccc1	0.2	-0.175	0.0156	-0.176	i	-8.5	-0.46	1075	9.2	-33.7	-8.4%	3.9	3.5	1.6	0.3	692	-1.1%	6.4	1052

The listing continues.
structure	Dynein transport	Dynein transport cytoplasmic EGFP	Dynein transport nuclear GR-EGFP	Dynein transport cell count	Autophagy mod	Autophagy mod cell loss 18 h	Insulin prom up	Insulin prom up cell count	WT yeast gro inh	WT yeast gro inh mutant strain	XIAP antagonists	MT stabilize HCS	MT stabilize HCS Hoechst-high %	MT stabilize HCS cytotoxicity %	Hep lipid drop	Hep lipid drop cells 6.5 µM	CSM14.1 death rescue	bCat nuc transl	bCat nuc transl cell count 5 µM
CN(C)CCOc1ccc(C(C)(C)c2ccccc2)cc1	0.115	-0.2	0.234	0.175	i	-11.8	-0.3	1467	-4.4	5.3	-3.2%	3.9	2.1	6.9	9.5	705	-0.4%	0.0	1107
COc1nc(N)c(S(=O)(=O)c2ccccc2)cc1C#N	-0.385	-0.174	-0.619	0.63	i	1.1	-0.83	1762	-10.6	-2.4	0.4%	1.7	1.7	4.7	-46.2	602	-2.2%	0.8	1091
Cc1ccccc1CSc1ccc2nnc(-c3ccccn3)n2n1	0.562	-0.274	0.083	-0.484	i	2.1	-0.42	1299	-7.2	-1.9	-2.0%	2.7	2.2	5.7	-10.5	707	/	3.2	1103
CN(C(=O)CSc1ncnc2sc(-c3ccccc3)cc12)C1CCS(=O)(=O)C1 (stereo not drawn)	-1.35	-0.356	-0.763	0.69	i	-11.6	/	/	-2.0	0.5	-9.3%	3.0	1.3	4.9	3.2	650	-0.8%	0.7	1491
Cc1ccc2cc(C#N)c(NCCCNC(=O)C3CCCO3)nc2c1 (stereo not drawn)	0.459	-0.294	0.713	1.51	i	3.3	0.58	1331	/	/	-3.7%	3.6	0.8	5.3	-14.3	719	-1.3%	/	/
O=C(NCCc1ccccn1)C1CC(=O)N(Cc2ccccc2Cl)C1 (stereo not drawn)	-0.0996	-0.352	-0.264	0.211	i	66.7	-1.66	1055	9.8	-1.9	-1.2%	4.9	1.9	10.9	/	/	1.0%	0.4	1109
COc1ccc(C2Nc3ccccc3C(=O)N2c2ccc(Cl)cc2)cc1Cn1cc([N+](=O)[O-])cn1 (stereo not drawn)	0.259	-0.232	0.258	1.12	i	-2.2	/	/	6.4	1.0	-2.2%	3.1	3.1	5.6	-38.8	628	-1.4%	4.5	943
CC1(C)CC(NC(=O)c2ccccc2C(=O)NC2CC(C)(C)NC(C)(C)C2)CC(C)(C)N1	-0.0608	-0.32	0.0866	0.588	i	4.2	-0.05	1198	4.0	4.7	-1.1%	4.1	3.2	6.7	13.5	710	0.8%	/	/
Cc1cc(C)c2nc(SC(C)C#N)cc(C)c2c1 (stereo not drawn)	-0.187	-0.25	0.214	0.375	i	12.8	-0.56	861	-14.7	0.1	-4.8%	1.2	1.3	3.8	7.7	779	8.1%	-3.8	1243
Cc1cc(=O)oc2cc(OC(C)C(=O)Nc3nccs3)ccc12 (stereo not drawn)	2.34	-0.161	0.985	-0.271	i	3.6	0.25	1271	8.0	3.4	-4.1%	5.4	2.3	7.5	8.8	771	-2.0%	0.4	1074
O=C(Oc1ccccc1Cl)c1ccccc1P(=O)(O)O	2.71	-0.387	1.21	0.00898	i	-9.9	0.54	861	3.1	4.1	-2.1%	1.6	1.2	28.3	9.4	740	-0.7%	/	/
S=c1[nH]nc(-c2ccc(Br)cc2)n1Cc1ccccc1	-0.0372	-0.313	0.096	0.751	i	-1.8	0.76	1423	3.3	-3.8	-4.0%	1.0	0.9	5.6	10.0	718	2.7%	0.2	1574

Next section:
structure	Dynein transport	Dynein transport cytoplasmic EGFP	Dynein transport nuclear GR-EGFP	Dynein transport cell count	Autophagy mod	Autophagy mod cell loss 18 h	Insulin prom up	Insulin prom up cell count	WT yeast gro inh	WT yeast gro inh mutant strain	XIAP antagonists	MT stabilize HCS	MT stabilize HCS Hoechst-high %	MT stabilize HCS cytotoxicity %	Hep lipid drop	Hep lipid drop cells 6.5 µM	CSM14.1 death rescue	bCat nuc transl	bCat nuc transl cell count 5 µM
CN(CCO)S(=O)(=O)c1ccc2c(c1)C(=NO)c1cc(S(=O)(=O)N(C)CCO)ccc1-2	-0.00531	-0.272	0.473	-0.38	i	5.4	0.61	1395	-8.8	-14.7	-2.5%	2.1	1.7	3.4	3.9	735	-1.4%	-1.3	1058
COc1ccc(CCC(=O)Nc2ccc(N3CCOCC3)cc2)cc1	0.0576	-0.132	0.444	0.426	i	-12.0	0.32	985	4.3	-19.6	-2.3%	1.9	0.7	6.3	-1.9	778	0.6%	-4.3	1251
N#CCNc1ccc([N+](=O)[O-])cc1C#N	0.292	-0.142	0.715	0.452	/	/	0.47	985	/	/	/	/	/	/	6.3	677	/	1.5	1109
CCNC(=O)Cc1ccc(NS(=O)(=O)c2ccc(F)cc2)cc1	0.225	-0.4	-0.342	1.01	i	12.4	0.18	1230	5.2	3.3	-1.5%	6.5	2.1	3.8	/	/	-2.5%	-5.4	930
CC(C)C(NC(=O)c1ccccc1F)C(=O)Nc1ccc2c(c1)OCO2 (stereo not drawn)	1.42	-0.223	1.75	-2.5	i	8.3	-0.16	1191	/	/	-6.5%	3.1	1.9	16.4	6.7	711	-1.8%	-3.5	1098
CC(C)[C@H](NC(=O)Cc1ccccc1)C(=O)OCc1cc(=O)n2c(n1)sc1ccccc12	-0.59	-0.297	-0.501	0.873	i	-0.3	-0.87	1525	-9.9	11.0	-19.4%	4.1	1.5	8.0	1.7	732	5.4%	1.0	1102
Cn1c(=O)c2c(nc(SCCN3CCCCC3)n2Cc2ccccc2)n(C)c1=O	-1.54	1.47	-0.448	0.199	i	4.7	-1.82	1148	7.1	2.2	3.2%	2.8	1.1	4.2	/	/	-0.5%	1.8	1169
CN(C)/C=C(\C#N)C(=O)Nc1ccc(F)c(Cl)c1	1.28	-0.258	1.21	-0.697	/	/	-0.12	973	/	/	/	/	/	/	-7.2	709	/	-0.5	1309
CC(C)CNC(=O)COC(=O)c1n[nH]c2ccccc12	-0.495	-0.364	-0.104	0.506	i	2.1	0.4	1218	-10.9	28.3	-4.9%	2.8	2.7	3.2	-2.9	682	-0.7%	0.5	1091
CC(Nc1ccc2c(c1)OCCO2)C(=O)Nc1ccc2c(c1)OCO2 (stereo not drawn)	-0.463	-0.245	-0.2	0.252	i	5.6	/	/	-12.6	-0.5	-2.6%	2.9	3.5	4.9	-5.4	715	-0.2%	-0.8	1095
C1CN(CC2CCN(c3nc4nonc4nc3N3CCSCC3)CC2)CCO1	-0.644	-0.316	-0.432	-0.296	i	-1.3	0.46	1409	-0.7	13.8	-10.3%	2.2	2.5	7.7	-6.5	717	0.8%	1.2	1063

Screens: PubChem BioAssay, several laboratories
